Bioassay records (PubChem)
cytoskel mod – modifiers of F-actin cytoskeleton organization, primary screen, imaging, HUVEC, phalloidin staining, high-content imaging; HUVEC TNFa F-actin phalloidin imaging; inhibition, % at 2 µM; 0.18% of 91,000 active; AID 836, 2007;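 active = inhibition above the batch mean plus 3 SD and confirmed as a hit by visual image inspection, cut at about 30% in these data, passing the limit was not always enough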; note: strong numbers were not always called active
Fibroblast inh – antiproliferative effect on LL 47 fibroblasts – human, LL 47 cells, CellTiter-Glo luminescence, primary screen; LL 47 human lung fibroblast viability, ATP luminescence; stronger effect = lower value; viability, % at 10 µM; 1.1% of 85,000 active; AID 719, 2007;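 active = viability at or below 50% in the single dose screen; inactive = viability above 50%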;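 note: compound exposure lasted 72 h before the ATP readout; 100% = median luminescence of untreated cell-only wells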
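material = human LL 47 lung fibroblast cells | dosing = compounds added from tenfold dosing solution, 0.1% DMSO final | timing = overnight cell rest, 72 h compound treatment at 37 °C | measured by = CellTiter-Glo luminescence measuring cellular ATP | evaluation = % viability versus median cells-only luminescence | control set = cell-only wells, no compound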
VCAM1 TNFa inh – inhibitors of TNFa-induced VCAM1 expression, primary screen, imaging, HUVEC, TNFa stimulus, immunofluorescence; HUVEC TNFa-induced VCAM-1 immunofluorescence, high-content imaging; inhibition, % at 2 µM; 0.48% of 95,000 active; AID 802, 2007;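 active = inhibition above the batch mean plus 3 SD, with images confirmed as a hit by eye, cut at about 37% in these data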;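 note: 0% = TNF-stimulated DMSO wells and 100% = unstimulated control wells; not every result past the cut was called active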
HUVEC tox TNFa – cytotoxicity in TNFa-stimulated HUVEC, primary screen, cytotoxicity control for VCAM1 expression modulator project, imaging, Hoechst nuclei count. HUVEC TNFalpha-stimulated, Hoechst cell count. cell count reduction, % at 2 µM. 0.17% of 93,000 active;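 active = cell count reduction exceeding the screen mean by over 5 SD, scaled to untreated wells per plate, cut at about 78% in these data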;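 note: cells counted after 24 h of TNF alpha exposure following the 1 h pretreatment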
Smad3 FoxH1 inh – Smad3/FoxH1 peptide binding inhibitors, primary screen, biochemical, TR-FRET. Mothers against decapentaplegic homolog 3 (Homo sapiens), P84022. TR-FRET Smad3/Dy647-FoxH1 peptide binding, europium anti-His. inhibition, % at 25 µM. 0.29% of 88,000 active;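 active = compounds that reduce the energy-transfer binding signal between the protein and its labelled peptide by more than half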;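 note: 0% = Smad3 plus labelled peptide maximal FRET and 100% = peptide-only background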
HUVEC tox IL1B – cytotoxicity in IL-1B stimulated HUVEC, primary screen, cytotoxicity control for IL-1B NFkB translocation project, imaging, Hoechst nuclear count, IL-1B stimulus. HUVEC cell count loss. cell count reduction, % at 2 µM. 0.41% of 94,000 active;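 active = cell count reduction more than 3 SD above the screen-wide mean, cut at about 70% in these data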;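 note: normalized per plate to untreated control cells as the no-loss baseline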
H69AR inhibit – proliferation blockers of H69AR lung cancer cells, primary screen, cell-based, human, 86K library; H69AR lung tumor viability, ATP luminescence, 72 h; stronger effect = lower value; viability, % at 10 µM; 6% of 85,000 active; AID 598, 2007;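 active = viability at or below 40%; inactive = viability above 40%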;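 note: multidrug resistant small cell line overexpressing MRP-1 efflux transporter; 100% = mean luminescence of untreated control wells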
PTK2B oligo ant – antagonists of Pyk2 self-association, primary screen, Q293 cells, FERM NanoBiT luminescence, HTS | Protein-tyrosine kinase 2-beta (Homo sapiens), Q14289 | stronger effect = lower value | z-score (the deposit names both 25 µM and 10 µM) | 0.83% of 99,000 active;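 active = Z-score of -3 or lower, scaled per plate to the spread of control and sample wells; inactive = z-score above -3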;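 note: negative z-score means lost luminescence so less FERM oligomerization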
Target sequence (Q14289 whole entry, looked up): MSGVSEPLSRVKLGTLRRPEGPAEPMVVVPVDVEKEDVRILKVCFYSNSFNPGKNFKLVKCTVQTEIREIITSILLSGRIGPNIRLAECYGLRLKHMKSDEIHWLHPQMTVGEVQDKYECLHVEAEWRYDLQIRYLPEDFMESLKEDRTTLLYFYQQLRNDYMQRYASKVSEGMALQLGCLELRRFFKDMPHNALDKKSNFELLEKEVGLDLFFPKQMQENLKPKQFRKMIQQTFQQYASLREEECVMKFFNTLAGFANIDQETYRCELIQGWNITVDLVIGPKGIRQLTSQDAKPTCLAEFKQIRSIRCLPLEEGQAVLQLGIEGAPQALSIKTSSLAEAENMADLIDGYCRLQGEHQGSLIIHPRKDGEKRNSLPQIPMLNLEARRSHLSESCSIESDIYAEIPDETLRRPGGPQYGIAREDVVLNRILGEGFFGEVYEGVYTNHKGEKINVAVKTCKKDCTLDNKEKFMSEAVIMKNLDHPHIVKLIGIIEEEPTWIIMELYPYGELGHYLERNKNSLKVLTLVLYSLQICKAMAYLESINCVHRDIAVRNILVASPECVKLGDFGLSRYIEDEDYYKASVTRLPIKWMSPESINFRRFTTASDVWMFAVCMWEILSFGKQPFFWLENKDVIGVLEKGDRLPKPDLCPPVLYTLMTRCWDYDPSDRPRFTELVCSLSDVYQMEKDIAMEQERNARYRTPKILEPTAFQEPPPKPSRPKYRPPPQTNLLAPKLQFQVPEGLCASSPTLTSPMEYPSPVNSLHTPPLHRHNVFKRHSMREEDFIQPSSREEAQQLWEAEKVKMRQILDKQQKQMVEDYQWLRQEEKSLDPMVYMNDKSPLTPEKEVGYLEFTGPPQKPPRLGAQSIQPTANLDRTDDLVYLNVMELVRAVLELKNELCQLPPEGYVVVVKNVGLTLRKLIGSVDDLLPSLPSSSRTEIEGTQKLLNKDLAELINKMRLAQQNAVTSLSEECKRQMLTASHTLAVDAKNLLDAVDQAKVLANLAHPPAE
HUVEC prolif 384 – inhibitors of HUVEC proliferation, primary screen, cell-based, 384-well. CellTiter-Glo luminescence, 72 h; stronger effect = lower value. viability, % at 10 µM (by protocol). 1.1% of 86,000 active;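 active = viability at or below 30%; inactive = viability above 30%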;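 note: 100% = median luminescence of DMSO-only cell control wells on each plate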
* hit, by the source's call; / = not tested or not shown; [ ] = dose if it differs, or a comment.

SMILES | cytoskel mod | Fibroblast inh | VCAM1 TNFa inh | HUVEC tox TNFa | Smad3 FoxH1 inh | HUVEC tox IL1B | H69AR inhibit | PTK2B oligo ant | HUVEC prolif 384
O=C(C1CCCCC1)N1CCC(n2nnc3ccccc32)CC1 | -14.1 | 102.8 | 21.4 | 3.1 | 5.8 | -5.7 | 93.4 | -0.74 | 98.0
COc1ccccc1-c1nnc(SCC(=O)N2CCOCC2)o1 | / | 99.8 | / | / | -2.8 | / | 88.6 | / | 97.7
O=C(NCc1cccnc1)c1ccccc1Br | -7.1 | 99.5 | 3.9 | -2.2 | -9.0 | -14.0 | 99.9 | -0.32 | 99.0
O=C(CSc1ncnc2c1oc1ccccc12)Nc1ccc2c(c1)OCCO2 | / | 96.7 | / | / | 16.8[fluorescence artefact?] | -30.1 | 82.8 | -2.13 | 84.0
O=C(COC(=O)c1ccccc1S(=O)(=O)N1CCCCC1)NCC(F)(F)F | / | 109.0 | -0.1 | -40.8 | 4.3[fluorescence artefact?] | -48.8 | 97.8 | 1.25 | 99.0
Cc1ccc2c(c1)SC1=NC(c3ccccc3)(C(F)(F)F)NC(=O)N12 (stereo not drawn) | 3.6 | 103.3 | -5.7 | 0.7 | -15.3 | -21.4 | 94.2 | / | 87.3
Cc1c(NC(=O)OCCNC(=O)Nc2ccccc2)sc(=S)n1C | 12.6 | 93.8 | 9.4 | -3.3 | -3.2 | -21.5 | 83.3 | -0.14 | 85.2
Cc1cccc(N(Cc2cc3ccccc3[nH]c2=O)C(=O)c2ccco2)c1C | / | 97.7 | / | / | -4.6 | / | 95.7 | 0.75 | 109.8
O=C1c2cccc3cccc(c23)C(=O)N1c1ccncc1 | 12.3 | 104.7 | -26.3 | / | -15.2 | -0.9 | 96.2 | 1.8 | 104.6
CCCNC(=O)Cn1nc(C(F)(F)F)c2c1CCCC2 | 2.6 | 89.0 | 19.2 | 30.5 | 3.6 | 5.1 | 94.9 | 0.24 | 99.9
CC1CCCC(C)N1S(=O)(=O)c1ccc(NC(=O)CNCC2CCCO2)cc1 (stereo not drawn) | -16.1 | 100.1 | 9.0 | -25.9 | 11.2 | -12.7 | 91.2 | 0.26 | 109.8
CC(=O)SCCC(=O)N1C(C)CCCC1C(=O)O (stereo not drawn) | 15.6 | 98.0 | -7.4 | -16.8 | 1.2 | -8.5 | 97.8 | 1.58 | 88.0
O=C(NCc1ccccc1)c1cc(S(=O)(=O)N2CCOCC2)ccc1F | / | 104.0 | / | / | -0.8 | / | 93.0 | 2.09 | 94.4
COc1ccc(CN2CCC(CNC(=O)NC3CCCCC3)CC2)cc1 | -5.3 | 95.5 | 4.8 | -19.8 | -2.6 | -20.6 | 91.9 | -0.02 | 103.9
O=C(Nc1ccc2c(c1)OCO2)c1cccc2c1C(=O)N(Cc1cccnc1)C2 | / | 105.6 | / | / | 0.7 | / | 83.0 | -0.69 | 87.0
O=C(Nc1ccccc1)c1ccncc1 | 5.2 | 104.0 | -2.1 | -20.3 | 5.8 | -101.5 | 101.6 | -0.44 | 96.8
Cc1ncoc1C(=O)Nc1ccccc1-c1ccccc1 | 7.1 | 97.8 | -13.6 | -17.7 | -4.3[fluorescence artefact?] | -16.6 | 91.7 | 0.56 | 93.7
CC(=O)c1sc(NC(=O)c2ccc(F)c(F)c2)nc1C | 6.7 | / | -10.0 | -20.8 | / | -10.3 | / | -0.27 | /
Cc1ccc(S(=O)(=O)c2ccc(Cl)cc2)cc1S(=O)(=O)N1CCOCC1 | / | 92.1 | / | / | 13.5 | / | 96.1 | -0.55 | 105.7
O=C(NCC1CCCO1)c1onc(CSc2cccc3ccccc23)c1C(=O)O (stereo not drawn) | 27.7 | / | 11.1 | -4.7 | / | -2.6 | / | / | /
COc1cc(OC)c(CN2CCN(c3ccc(F)cc3)CC2)cc1Br | / | 103.9 | / | / | 1.9[fluorescence artefact?] | / | 96.9 | -1.86 | 97.7
NC(=O)CSc1nc2ccccc2n1Cc1ccccc1F | -5.5 | 92.9 | -28.0 | 18.0 | -8.7 | -10.2 | 101.5 | 0.06 | 85.2
N=c1n(CCN2CCOCC2)c2ccccc2n1CC(O)COc1ccccc1 (stereo not drawn) | -6.5 | 102.0 | 18.1 | 1.4 | -5.8 | -37.2 | 94.7 | 1.22 | 92.0
CC(=O)Nc1ccc(N2C(=O)CCC2=O)cc1C | -5.0 | 92.8 | 8.8 | -10.8 | -6.3 | 3.5 | 76.2 | 0.03 | 94.7
CCOC(=O)C1=C(C)OC(N)=C(C#N)C1c1ccc(C)o1 (stereo not drawn) | 5.3 | 92.0 | -1.5 | 11.2 | -4.2 | / | 67.7 | 0.37 | 83.6

In another format: results already given.
SMILES	cytoskel mod	Fibroblast inh	VCAM1 TNFa inh	HUVEC tox TNFa	Smad3 FoxH1 inh	HUVEC tox IL1B	H69AR inhibit	PTK2B oligo ant	HUVEC prolif 384
O=C(NCc1ccccc1)c1cc(S(=O)(=O)N2CCOCC2)ccc1F	/	104.0	/	/	-0.8	/	93.0	2.09	94.4
O=C(C1CCCCC1)N1CCC(n2nnc3ccccc32)CC1	-14.1	102.8	21.4	3.1	5.8	-5.7	93.4	-0.74	98.0

Further compounds follow:
SMILES | cytoskel mod | Fibroblast inh | VCAM1 TNFa inh | HUVEC tox TNFa | Smad3 FoxH1 inh | HUVEC tox IL1B | H69AR inhibit | PTK2B oligo ant | HUVEC prolif 384
Cc1cc2ccccc2n1CCNC(=O)C1CCCC1 | / | 93.9 | -8.1 | -29.6 | -6.0 | -50.4 | 81.9 | -0.29 | 94.1
COc1ccc(CN(C(=O)Cc2c[nH]c3ccccc23)C(C(=O)NC2CCCCC2)c2ccc(C)o2)cc1 (stereo not drawn) | 10.1 | / | 10.0 | -37.9 | / | -17.5 | / | -1.13 | /
CCOc1ccccc1N1CN(CC)CNC1=S | 5.2 | / | -21.4 | 5.5 | / | -65.2 | / | -1.11 | /
COc1ccc(OCC(=O)Nc2ccc(NC(=O)c3ccco3)cc2)cc1 | -8.0 | 93.5 | 7.7 | -33.1 | -7.7 | -19.2 | 91.0 | 1.03 | 93.6
O=C(c1cccc(F)c1)N1CCC(N2CCCCCC2)CC1 | -9.4 | 105.0 | -9.8 | -11.6 | 13.8 | -1.4 | 103.5 | 0.99 | 92.5
CCN1C(=O)/C(=C\N2CCCc3ccccc32)SC1=S | / | 99.2 | / | / | -0.7 | / | 84.2 | 0.16 | 77.7
C=CC(C)n1c(Br)nc2c1c(=O)[nH]c(=O)n2C (stereo not drawn) | 15.2 | 99.5 | 3.2 | 6.6 | -4.0 | -1.5 | 87.5 | -0.61 | 70.3
O=C(Nc1ccc2c(c1)OCO2)C1CCCN(S(=O)(=O)Cc2ccccc2)C1 (stereo not drawn) | 8.2 | 114.0 | -0.4 | -21.6 | 1.4 | -97.0 | 96.7 | 0.81 | 94.4
NC(=O)c1c(N)sc(=S)n1-c1ccccc1 | 25.7 | 101.0 | -2.4 | 7.0 | 16.5 | 1.3 | 98.6 | -1.48 | 99.3
Cc1ccc(C(=O)Oc2cc(-c3ccccc3)no2)cc1 | 13.8 | 108.9 | 15.9 | -6.0 | -6.9 | / | 95.5 | 1.49 | 104.7
Cc1ccc(CCNC(=O)C2CCCN(c3nc4ccccc4o3)C2)cc1 (stereo not drawn) | 7.0 | 99.0 | 1.6 | -22.9 | 5.3 | -11.3 | 89.9 | 0.33 | 87.9
COc1ccc(-c2nnc3sc(CN4C(=O)c5ccccc5C4=O)nn23)cc1 | / | 99.6 | / | / | -30.2[fluorescence artefact?] | / | 94.5 | -0.16 | 79.9
COc1ccc(CCN(CC(=O)NC2CCCC2)C(=O)CCC(=O)Nc2cc(C)on2)cc1OC | / | 87.1 | / | / | -1.4 | / | 97.5 | 2.62 | 92.7
O=C(COc1ccc2ccccc2c1)N1CCCC1 | -12.2 | / | 9.6 | -9.1 | / | 0.0 | / | 0.96 | /
Cc1cccc(-n2ncc3c(NCCCn4ccnc4)ncnc32)c1 | 0.8 | 99.0 | 11.2 | -18.0 | 2.9 | 14.5 | 71.2 | / | 81.1
O=S(=O)(NC1=NCCC1)c1cccs1 | 6.4 | 101.4 | 14.2 | -17.3 | -14.6 | -226.7 | 97.8 | 0.38 | 88.9
O=C(COC(=O)Cc1cccs1)Nc1ccc(F)c(F)c1F | 11.0 | 95.2 | -6.4 | -34.0 | 11.1 | 4.1 | 92.7 | 0.55 | 97.9
Clc1ccc(N=c2ssnc2Cl)cc1 | -2.1 | 84.0 | 3.8 | -6.0 | 9.1 | 29.9 | 1.9* | 1.4 | 67.1
COc1cc2cc(/C=C/C(=O)c3ccco3)c(Cl)nc2cc1OC | 15.2 | 86.0 | 2.5 | -9.1 | -21.9 | 1.6 | 7.9* | 0.1 | 68.1
CCS(=O)(=O)n1nc(-c2ccccc2)nc1N | -9.4 | 102.0 | 12.1 | -10.0 | 2.0 | -34.8 | 92.1 | -0.19 | 62.6
Cc1ccc(NC(=O)CSc2nnc(CSc3nc(C)cc(C)n3)n2Cc2ccco2)c(C)c1 | -6.5 | 108.3 | 9.4 | -3.6 | 0.2 | 8.1 | 48.5 | 0.52 | 90.7
Cc1ccc(/C=C2/NC(=O)N(Cc3ccccc3)C2=O)s1 | -9.7 | / | 9.9 | -0.7 | / | 20.8 | / | -0.86 | /
O=C(COC(=O)c1ccccc1NC(=O)c1ccco1)NCCC1=CCCCC1 | / | 96.1 | / | / | -3.0 | / | 89.6 | -0.91 | 90.1
CC(=O)OCc1c(C(F)(F)F)nn(C)c1SCc1ccc(Cl)cc1 | 3.3 | 101.0 | 20.5 | -11.3 | 5.7 | -9.1 | 105.8 | 0.78 | 111.7
CCOC(=O)C1=C(c2ccccc2)NC(SCC(=O)Nc2ccc(C)cc2)=C(C#N)C1c1ccco1 (stereo not drawn) | 11.2 | 84.6 | 6.4 | -13.2 | 8.7 | -12.0 | 50.4 | -4.35* | 81.7
COC(=O)c1sccc1NC(=O)C1C2C=CC(C2)C1C(=O)O (stereo not drawn) | 7.8 | 98.8 | -29.9 | -45.4 | -1.0 | -18.3 | 93.2 | 1.02 | 94.4
CC1CCCCC1NC(=O)C(Cc1ccccc1)NS(=O)(=O)c1cccs1 (stereo not drawn) | 12.5 | 99.5 | 10.3 | -14.0 | -24.4 | -5.5 | 103.9 | -0.94 | 96.7
COc1ccc(NC(=O)c2cc(Cl)ccc2NC(=O)c2ccco2)c(OC)c1 | 9.1 | 97.1 | 7.6 | -14.7 | 4.2 | 1.4 | 68.6 | -1.72 | 89.3

An excerpt from above in order of the VCAM1 TNFa inh value, largest number first.
SMILES,VCAM1 TNFa inh
CCOC(=O)C1=C(c2ccccc2)NC(SCC(=O)Nc2ccc(C)cc2)=C(C#N)C1c1ccco1 (stereo not drawn),6.4
Clc1ccc(N=c2ssnc2Cl)cc1,3.8
COc1cc2cc(/C=C/C(=O)c3ccco3)c(Cl)nc2cc1OC,2.5
O=C(COC(=O)Cc1cccs1)Nc1ccc(F)c(F)c1F,-6.4
O=C(c1cccc(F)c1)N1CCC(N2CCCCCC2)CC1,-9.8

Some of the compounds tested (hit frequency here may not be typical).
